ER stress rescue = protection against thapsigargin-triggered cell killing – 384-well, CSM14.1, ATP luminescence, primary screen (AID 1222). CSM14.1 thapsigargin-induced death rescue, ATP luminescence; higher % means a stronger effect. cellular ATP content (survival), % at 20 µM, or EC50 in µM where a hit was titrated. 190,000 tested, under 10 active;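 active means EC50 below 50 µM in the dose-response confirmation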;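 further: death triggered by thapsigargin at about 15 µM added after 2 h compound pretreatment; cell ATP read after overnight thapsigargin exposure of roughly 18 to 22 hours; normalized against plate controls of thapsigargin alone and 5% DMSO vehicle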
PhoP inhibition = inhibitors of PhoP regulon expression, primary screen, Salmonella Typhimurium, GFP reporter (AID 1863); S. Typhimurium PhoP-regulated promoter GFP reporter, 4 h; higher % means a stronger effect; one-dose inhibition, % at 50 µM; IC50 in µM for titrated hits; actives 0.16% (n = 300,000);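 active means inhibition over 29.93%, a cutoff 3 SD above the screen mean, later confirmed by dose response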;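 further: 0% = low Mg2+ inducing control and 100% = high Mg2+ repressing control; strong numbers were not always called active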
T cell modulator = modulates CD8 T cell binding to vesicles. 2C CD8+ T cell-vesicle binding, flow cytometry; active compounds read low. calls only at 7 µM. actives 0.068% (n = 330,000). AID 2052;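 active means response, share of CD8 T cells binding vesicles, and their 90th percentile fluorescence all below set limits, cut at about 80% in these data, passing the limit was not always enough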
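Test system: purified 2C TCR transgenic mouse naive CD8+ T cells. Probe or stimulus: QL9-peptide-loaded Drosophila micro-vesicles bearing Ld, ICAM-1 and B7-1. Incubation: binding step 1.5 h, 37 °C, antibody labelling 20 min, ice. Measured by: flow cytometry of vesicle-bound cells.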
Hep lipid drop = hepatic lipid droplet formation modulation. AML12 mouse hepatocytes, oleate lipid droplets, BODIPY imaging. inhibition, % at 6.5 µM. actives 0.4% (n = 240,000). AID 1656;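 active means lipid droplet intensity inhibited by at least 50%, with more than 500 cells counted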
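Technique: fluorescence imaging, 20x objective, two fields per well / Assay system: AML12 hepatocytes (mouse) / Measure: % inhibition of lipid droplet signal / Doses: 6.5 µM single-point dosing / Incubation: overnight exposure / Reagent: 100 µM oleic acid challenge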
Insulin prom up = MIN6 insulin promoter up-regulation; MIN6 insulin promoter-GFP reporter, high-content imaging; active compounds read high; z-score at 5 µM; actives 0.3% (n = 190,000);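 active means z-score above 3 at 5 µM with at least 500 cells counted in the well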
Autophagy mod = autophagy modulation, high-content screen. MEF GFP-LC3 puncta imaging; test concentration mostly 10 µM. calls only at 10 µM (by protocol). actives 0.98% (n = 190,000);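 active means percentage of spot-positive cells more than 3 SD above its plate mean, without a fluorescence outlier flag or 80% toxicity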;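 further: spot-positive cell cutoff set from DMSO-treated cells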
b-catenin transl = modulators of beta-catenin nuclear translocation; actives 0.3% (n = 190,000); HeLa beta-catenin nuclear translocation, immunofluorescence imaging; AID 1665; nuclear translocation activity, % at 5 µM;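 active means nuclear translocation activity above 50% at 5 µM, with a well cell count of 50 or more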;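 further: per-cell ratio of nuclear to cytoplasmic median beta-catenin stain intensity; plate controls were DMSO negative control for no effect and GSK-3 inhibitor IX positive control for full effect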
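Technique: fluorescence imaging of beta-catenin antibody stain plus DAPI / Material: human HeLa cell line / Incubation: compound treatment 24 h, 37°C, 5% CO2 / Read-out basis: % activation of per-cell nuclear versus cytoplasmic median beta-catenin signal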
Dynein cargo inh = blocks dynein driven cargo transport along microtubules. 3617.4 mouse cells, GR-EGFP nuclear translocation imaging; test concentration mostly 20 µM; stimulated with dexamethasone, 1 µM; active compounds read low. z-score, hits read low. actives 0.47% (n = 220,000). AID 1381;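 active means plate z-score of nuclear minus cytoplasmic receptor signal below a set negative limit, without overly bright fluorescence or cell loss, cut at about -3.5 in these data, passing the limit was not always enough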;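 further: z-score of nuclear minus cytoplasmic ring GR-EGFP intensity difference per well; some compounds called inactive have numbers as strong as hits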
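Medium: Induction medium lacking tetracycline, stripped serum | Probe or stimulus: 1.0 µM final dexamethasone stimulus | Schedule: 48 h induction, then 1 h compound, then 30 min agonist, 37 °C | Signal: Automated 10x imaging of fixed Hoechst-stained cells | Evaluation: Per-cell GR-EGFP intensity, nucleus versus surrounding cytoplasmic ring, well-averaged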
MT stabilizer = microtubule stabilizers in HeLa cells | HeLa tubulin immunostaining HCS, 24 h; share of cells brighter than vehicle mean+2SD | % tubulin-high responders, % at 10 µM | actives 0.83% (n = 200,000);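 active means plate Z-score above 3 for both tubulin-high and condensed-nucleus cell shares, with cell loss under 80%, at 10 µM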;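 further: anti alpha tubulin signal scored within the nucleus-defined area of each cell; some results filed as inactive read as strong as hits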
Dynein cargo inh cytoplasmic EGFP = second read-out of Dynein cargo inh, no call of its own (marks repeat the call); z-score; measured here: cytoplasmic GR-EGFP intensity; active compounds read high
Dynein cargo inh nuclear GR-EGFP = recorded beside Dynein cargo inh, whose call it bears; z-score; measured here: nuclear GR-EGFP intensity;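 lower value marks the stronger effect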
Dynein cargo inh cell count = also measured in Dynein cargo inh; calls as there; z-score; measured here: cell count per field
Insulin prom up cell count = recorded beside Insulin prom up, whose call it bears; cell count; measured here: cytotoxicity, nuclei count;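 total cells summed across four imaged fields per well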
Hep lipid drop cells 6.5 µM = further read-out of Hep lipid drop, marked with its call; cell count; measured here: cell count, cytotoxicity flag;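 cells counted across two imaged fields per well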
b-catenin transl cell count 5 µM = second read-out of b-catenin transl, no call of its own (marks repeat the call); cell count; measured here: cell count, cytotoxicity flag
T cell modulator vesicle-bound % = recorded beside T cell modulator, whose call it bears; double positive events, %; measured here: CD8+ vesicle-bound cell fraction;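 binding gate set so that unloaded-vesicle control wells show 10% double positive cells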
MT stabilizer Hoechst-high % = also measured in MT stabilizer; calls as there; % Hoechst-high responders; measured here: nuclear condensation Hoechst responders;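 share of cells brighter than vehicle mean plus two SD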
MT stabilizer cytotoxicity % = also measured in MT stabilizer; calls as there; toxicity, %; measured here: cytotoxicity by cell density;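 0% = mean cell density of plate MIN control wells and 100% = no cells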
Autophagy mod cell loss 18 h = further read-out of Autophagy mod, marked with its call; toxicity, %; measured here: cell loss, nuclei count;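 cell loss after 18 h compound exposure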
* marks the source's active call; other numbers are inactive results; i = inactive; x = no result given.

SMILES	ER stress rescue	PhoP inhibition	T cell modulator	T cell modulator vesicle-bound %	Hep lipid drop	Hep lipid drop cells 6.5 µM	Insulin prom up	Insulin prom up cell count	Autophagy mod	Autophagy mod cell loss 18 h	b-catenin transl	b-catenin transl cell count 5 µM	Dynein cargo inh	Dynein cargo inh cytoplasmic EGFP	Dynein cargo inh nuclear GR-EGFP	Dynein cargo inh cell count	MT stabilizer	MT stabilizer Hoechst-high %	MT stabilizer cytotoxicity %
N#CC1=C(N)Oc2n[nH]c(-c3cccs3)c2C1C1CCCCC1 (stereo unspecified)	0.6%	1.1%	i	39.4	8.7	777	x	x	i	3.4	-15.7	1107	-0.853	-0.218	-0.497	0.583	2.3	1.8	1.6
COC(=O)CSc1cc(C(=O)c2nccn2C)c2ccccc2n1	1.5%	5.8%	i	10.0	x	x	0.48	1212	i	4.5	-3.8	920	-0.525	-0.212	-0.365	0.348	1.5	1.5	4.9
CSc1nnc2c(n1)OC(c1cn(C)c3ccccc13)N(C(C)=O)c1ccccc1-2 (stereo unspecified)	x	8.0%	i	48.5	-2.6	681	-0.23	1270	i	4.9	x	x	0.0348	-0.216	0.12	0.548	2.0	0.9	36.9
O=C(N/N=C/c1cn(-c2ccccc2)nc1-c1cccs1)c1ccccc1F	5.8%	10.9%	i	4.2	41.9	744	-0.34	1402	i	13.3	x	x	0.0692	-0.333	-0.229	0.544	1.4	1.4	4.3
CCOC(=O)C(C)Sc1nc(-c2ccco2)cc(C(F)(F)F)c1C#N (stereo unspecified)	0.8%	-5.2%	i	35.5	x	x	-0.13	1284	i	-1.2	-4.1	1059	-0.585	-0.272	-0.0024	0.0101	5.0	2.9	6.3
CCN(C(=O)CSc1nc2ccccc2c(=O)n1CCOC)C1CCS(=O)(=O)C1 (stereo unspecified)	1.5%	-12.7%	i	24.0	2.6	689	0.09	1519	i	0.1	-4.5	1118	-0.848	-0.304	-0.753	-0.474	2.8	2.4	6.7
Cn1nnnc1NCc1c(F)cccc1Cl	-3.0%	0.7%	i	24.2	2.6	757	0.27	1119	i	7.6	-5.6	1176	0.383	-0.217	0.437	1.11	2.5	2.1	6.3
COc1ccc(OCCSc2nnc(Cc3cccc4ccccc34)n2N)cc1	1.9%	-5.3%	i	40.3	1.3	692	-0.09	1149	i	-12.9	2.0	516	-0.747	-0.337	-0.688	0.953	4.1	3.3	8.5
Cc1c(Nc2cc(N3CCCCCC3)c3nonc3c2[N+](=O)[O-])c(=O)n(-c2ccccc2)n1C	-1.6%	-6.1%	i	61.7	x	x	-0.45	1596	i	18.7	1.1	805	-0.822	-0.114	-0.144	0.872	2.9	1.5	3.3
N#CCC(=O)N/N=C/c1cc([N+](=O)[O-])ccc1N1CCOCC1	-0.1%	3.6%	i	66.2	9.3	676	0.72	1263	i	-11.0	1.5	1019	0.243	-0.246	-0.21	1.07	2.9	1.5	4.3
COc1cccc2c1OC1(C)CC2NC(=O)N1c1cccc(C(=O)Nc2ccc3c(c2)OCCO3)c1 (stereo unspecified)	-0.1%	-4.2%	i	69.2	-9.3	780	-0.54	913	i	6.8	-2.3	1166	-0.508	-0.246	0.328	1.19	1.7	0.9	6.2
Cc1onc(-c2ccccc2Cl)c1C(=O)Nc1sc2c(c1C(N)=O)CCC(C)C2 (stereo unspecified)	0.7%	1.9%	i	44.3	9.6	757	x	x	i	-6.2	-0.7	1127	-0.858	-0.223	-0.245	-0.671	2.8	2.0	4.7
Cc1ccccc1-c1nn[nH]n1	-0.7%	5.2%	i	16.9	14.0	774	x	x	i	-6.5	x	x	0.949	0.268	0.228	-0.432	1.9	1.9	11.5
CCN(CCCn1c(=S)[nH]c2ncccc2c1=O)c1ccccc1	-0.5%	0.6%	i	34.8	x	x	-0.46	1517	i	15.7	-1.0	1387	-0.573	-0.266	-0.27	0.347	3.8	4.5	5.8
CC1(C)OC(=O)C(=CNC(=O)c2c(F)cccc2F)C(=O)O1	0.9%	-11.8%	i	58.8	20.9	648	0.1	1581	i	-5.0	-5.2	1115	1.16	-0.266	1.23	-0.653	3.4	3.0	7.4

Quoted from the listing:
`Cc1ccccc1-c1nn[nH]n1` in Dynein cargo inh nuclear GR-EGFP is entered as 0.228
`Cc1onc(-c2ccccc2Cl)c1C(=O)Nc1sc2c(c1C(N)=O)CCC(C)C2` (stereo unspecified) in ER stress rescue is entered as 0.7%

(cont.)
SMILES	ER stress rescue	PhoP inhibition	T cell modulator	T cell modulator vesicle-bound %	Hep lipid drop	Hep lipid drop cells 6.5 µM	Insulin prom up	Insulin prom up cell count	Autophagy mod	Autophagy mod cell loss 18 h	b-catenin transl	b-catenin transl cell count 5 µM	Dynein cargo inh	Dynein cargo inh cytoplasmic EGFP	Dynein cargo inh nuclear GR-EGFP	Dynein cargo inh cell count	MT stabilizer	MT stabilizer Hoechst-high %	MT stabilizer cytotoxicity %
COC(=O)c1ccccc1NC(=S)NC(NC(=O)c1ccccc1[N+](=O)[O-])C(Cl)(Cl)Cl (stereo unspecified)	-0.5%	9.0%	i	30.2	x	x	-0.15	1655	i	6.3	-1.1	1382	-0.0833	-0.235	-0.18	0.974	1.6	1.4	4.6
CC(C)(/C=N/O)/[N+]([O-])=C/C=[N+](\[O-])C(C)(C)/C=N/O	1.0%	-10.4%	i	26.5	x	x	x	x	i	2.4	-5.7	1044	-0.634	-0.0275	-0.495	1.76	1.5	1.6	9.8
COc1ccc(-n2nnnc2SCC(=O)c2ccc(O)c(O)c2)cc1	x	16.8%	i	7.3	-17.4	662	0.18	1049	i	3.1	1.1	915	-0.691	-0.288	-0.0827	0.6	4.4	2.5	52.3
Cc1cccc(OCC(=O)N/N=C\c2cccn2C)c1C	-0.6%	-3.4%	i	53.4	-3.5	702	1.31	1269	i	0.3	-0.4	1055	-0.96	-0.0273	-0.358	0.444	3.5	1.2	4.2
CCCC(=O)N1CCc2[nH]c3ccccc3c2C1	0.2%	6.7%	i	42.0	x	x	0.28	1655	i	1.3	-2.5	906	-2.45	0.0431	-0.694	0.382	5.4	2.1	6.5
CCOC(=O)c1cc2occc2n1CC(=O)N1CCOCC1	0.2%	4.2%	i	49.0	x	x	0.54	1249	i	-6.2	-3.0	1241	-0.444	-0.192	0.0914	0.115	3.8	2.3	5.6
Clc1ccc(CSc2cc3c(nn2)-c2ccccc2CC3)cc1Cl	0.8%	-8.6%	i	51.3	5.2	662	0.35	1801	i	8.0	-0.1	1070	0.321	-0.233	-0.408	0.3	0.8	1.2	9.4
CC(C)n1c(SCc2ccccc2F)nc2c1c(=O)n(C)c(=O)n2C	2.3%	1.1%	i	45.1	x	x	-1.44	857	i	-6.1	x	x	0.32	-0.21	0.428	-0.128	2.9	3.4	7.3
N#CC1=C(N)OC2=C(C(=O)CCC2)C1c1ccoc1 (stereo unspecified)	-0.8%	-3.1%	i	32.3	-9.5	733	0.11	1396	i	-2.0	-0.1	1152	-0.929	-0.325	-0.655	1.42	1.9	1.8	7.3
CCN(CC)C(=O)CSc1nc2ccccc2c(=O)n1CCC(=O)NCCc1ccc(OC)c(OC)c1	-1.7%	-8.8%	i	22.1	-18.5	725	x	x	i	10.8	11.6	424	-0.269	-0.309	-0.136	0.429	1.0	1.1	4.1
Cc1cccc(N2CCN(Cc3nc(-c4cccc(Cl)c4)oc3C)CC2)n1	-0.3%	-6.7%	i	66.7	-21.1	574	x	x	i	0.0	-0.2	1516	1.81	0.0551	1.4	-1.65	1.7	2.1	6.8
CC1CCN(S(=O)(=O)c2cccc(C(=O)NCc3cccs3)c2)CC1	0.9%	-8.1%	i	9.2	5.4	777	0.34	1423	i	3.5	-1.5	918	0.292	-0.171	0.405	0.0368	1.5	3.7	10.8
S=c1[nH]nc(-c2ccc(Cl)cc2)n1/N=C/c1ccco1	x	-11.1%	i	51.8	-8.2	683	-0.23	1131	x	x	0.8	1314	-0.541	-0.241	-0.186	1.2	x	x	x
COc1ccc(OC)c(NC(=O)C2CCCN(S(=O)(=O)c3cccc4cccnc34)C2)c1 (stereo unspecified)	-1.0%	14.3%	i	25.5	x	x	0.04	940	i	-1.5	x	x	-0.176	-0.189	0.113	0.066	2.3	4.8	7.5
CCOC(=O)c1sc(=S)n(-c2ccccc2)c1C	x	-2.1%	i	26.7	0.8	687	-0.32	1114	x	x	-1.3	1317	0.311	-0.0946	0.571	-0.0326	x	x	x
CCCCCC(C)n1[nH]c(=O)cc1N (stereo unspecified)	1.8%	6.8%	i	50.1	1.0	771	0.55	753	i	-1.1	1.7	1109	0.716	0.0362	0.561	-1.62	1.9	0.9	6.8
COc1ccccc1C/C(N)=N/OC(=O)COc1cccc(C)c1C	-1.2%	-7.9%	i	62.9	3.6	762	0.03	1612	i	3.7	-3.0	1067	-0.084	-0.328	0.665	-0.237	2.8	2.4	4.8
